# Compound activity (PubChem)
# ABCG2 block: blocks JC-1 efflux by human ABCG2 transporter; Q9UNQ0; IgMXP3 cells, flow cytometry; inhibition, % at 6.6 µM; 0.1% of 190,000 active; AID 1325;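 active = inhibition above 80%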;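 note: 0% = DMSO and 100% = nicardipine control wells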
#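 Times: 10 min at 25 °C | Test system: Two drug-resistant human cell lines, ABCG2 and ABCB1 | Quantity: 3 million cells/mL final, two lines in 1:1 ratio | Signal: Flow cytometry, 530 nm JC-1 signal | Dosing: Compound at 6.6 µM | Controls: Nicardipine and DMSO wells | Reagent: JC-1 as fluorescent efflux pump substrate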
# Pf gametocyte: kills late stage P. falciparum gametocytes | P. falciparum stage V gametocytes, ATP luminescence, 24 h | inhibition, % at 10.9 µM | 0.065% of 150,000 active;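 active = inhibition above the mean plus 3 SD of compounds within the control limits, set per campaign, cut at about 38% in these data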;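 note: 0% = DMSO wells and 100% = medium only without gametocytes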
# Mcl-1 Bim block: disrupts Bim peptide binding to human Mcl-1; Q07820; 0.1% of 190,000 active; inhibition, % at 10 µM; Bead-based flow cytometry, Bim peptide-Mcl-1 binding; in the data active = inhibition above about 40%;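 note: 0% = no compound tracer wells and 100% = peptide blocker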
# RGS4-Gao reg: modulates binding of RGS4 to human Galphao; Multiplexed bead flow cytometry; actives lie on both sides; binding response (% of control), % at 10 µM; 0.33% of 220,000 active; P09471; in the data active = binding response below about 49% or above about 150%; inactive = in between;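 note: fluorescent Galphao activated with aluminum fluoride binding bead-coupled RGS4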
# RGS7-Gao: human RGS7-Galphao interaction regulation. P09471. 0.35% of 220,000 active. binding response (% of control), % at 10 µM. Multiplexed bead flow cytometry, RGS7-Galphao binding; actives lie on both sides. AID 1439; in the data active = binding response below about 49% or above about 150%; inconclusive = no clear call, values can overlap the other calls; inactive = in between;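 note: fluorescent Galphao held in activated GDP-AlF4 state binding bead-coupled RGS7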
# Mcl1 Noxa PPI: disrupts binding of human Mcl-1 to Noxa peptide. Q07820. TR-FRET Mcl-1/Noxa peptide binding, 2 h. inhibition, % at 21.7 µM. 1.5% of 220,000 active;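 active = compounds that cut the protein-peptide binding signal by more than 50% relative to plate controls in a single-dose test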;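 note: His-tagged Mcl-1 with rhodamine Noxa BH3 peptide and terbium anti-His antibody; 0% = Mcl-1 plus Noxa peptide wells and 100% = peptide-only wells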
# Mcl1-Bid inh: Mcl-1/Bid interaction inhibition; TR-FRET Mcl-1/Bid-Dy647 peptide binding, 1536-well; inhibition, % at 21.7 µM; 0.97% of 220,000 active; AID 1021;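 active = compounds that cut the binding signal by more than half at the single screening dose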;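 note: His-tagged Mcl-1 with europium anti-His antibody binding Bid BH3 peptide; 0% = Mcl-1 plus peptide wells and 100% = peptide-only wells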
# GSH fluor: GSH bead compound fluorescence profile | GSH beads flow cytometry, compound fluorescence 488/530 nm; active compounds read high | fluorescence (KMESF) at 10 µM | 0.25% of 190,000 active | AID 1776; in the data active = fluorescence above about 89;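 note: glutathione beads carrying GST-tagged Bcl family fusion proteins plus one bare bead set; values are compound well signal with DMSO vehicle wells as background; inactives centre near 16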
# Avidin fluor: avidin bead compound fluorescence profile. AID 1775. fluorescence (KMESF) at 10 µM. Avidin beads, compound fluorescence 488/530 nm, flow cytometry; active compounds read high. 0.38% of 220,000 active; in the data active = fluorescence above about 47; note: inactives centre near 10
# RGS8-Gao: modulates binding of RGS8 to human Galphao; 0.34% of 220,000 active; P09471; AID 1423; response (percent of control binding), % at 10 µM; multiplexed bead flow cytometry; actives lie on both sides; in the data active = response below about 60% or above about 140%; inactive = in between;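 note: Galphao activated as the GDP aluminium fluoride complex binding bead-coupled RGS8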
# ABCB1 block: blocks JC-1 efflux by human ABCB1 transporter; 0.067% of 190,000 active; P08183; CCRF-Adr cells, flow cytometry; inhibition, % at 6.6 µM; in the data active = inhibition above about 40%;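 note: 0% = vehicle and 100% = reference inhibitor; higher value means more JC-1 retained so stronger ABCB1 efflux block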
# Target sequence (P08183 whole entry, looked up): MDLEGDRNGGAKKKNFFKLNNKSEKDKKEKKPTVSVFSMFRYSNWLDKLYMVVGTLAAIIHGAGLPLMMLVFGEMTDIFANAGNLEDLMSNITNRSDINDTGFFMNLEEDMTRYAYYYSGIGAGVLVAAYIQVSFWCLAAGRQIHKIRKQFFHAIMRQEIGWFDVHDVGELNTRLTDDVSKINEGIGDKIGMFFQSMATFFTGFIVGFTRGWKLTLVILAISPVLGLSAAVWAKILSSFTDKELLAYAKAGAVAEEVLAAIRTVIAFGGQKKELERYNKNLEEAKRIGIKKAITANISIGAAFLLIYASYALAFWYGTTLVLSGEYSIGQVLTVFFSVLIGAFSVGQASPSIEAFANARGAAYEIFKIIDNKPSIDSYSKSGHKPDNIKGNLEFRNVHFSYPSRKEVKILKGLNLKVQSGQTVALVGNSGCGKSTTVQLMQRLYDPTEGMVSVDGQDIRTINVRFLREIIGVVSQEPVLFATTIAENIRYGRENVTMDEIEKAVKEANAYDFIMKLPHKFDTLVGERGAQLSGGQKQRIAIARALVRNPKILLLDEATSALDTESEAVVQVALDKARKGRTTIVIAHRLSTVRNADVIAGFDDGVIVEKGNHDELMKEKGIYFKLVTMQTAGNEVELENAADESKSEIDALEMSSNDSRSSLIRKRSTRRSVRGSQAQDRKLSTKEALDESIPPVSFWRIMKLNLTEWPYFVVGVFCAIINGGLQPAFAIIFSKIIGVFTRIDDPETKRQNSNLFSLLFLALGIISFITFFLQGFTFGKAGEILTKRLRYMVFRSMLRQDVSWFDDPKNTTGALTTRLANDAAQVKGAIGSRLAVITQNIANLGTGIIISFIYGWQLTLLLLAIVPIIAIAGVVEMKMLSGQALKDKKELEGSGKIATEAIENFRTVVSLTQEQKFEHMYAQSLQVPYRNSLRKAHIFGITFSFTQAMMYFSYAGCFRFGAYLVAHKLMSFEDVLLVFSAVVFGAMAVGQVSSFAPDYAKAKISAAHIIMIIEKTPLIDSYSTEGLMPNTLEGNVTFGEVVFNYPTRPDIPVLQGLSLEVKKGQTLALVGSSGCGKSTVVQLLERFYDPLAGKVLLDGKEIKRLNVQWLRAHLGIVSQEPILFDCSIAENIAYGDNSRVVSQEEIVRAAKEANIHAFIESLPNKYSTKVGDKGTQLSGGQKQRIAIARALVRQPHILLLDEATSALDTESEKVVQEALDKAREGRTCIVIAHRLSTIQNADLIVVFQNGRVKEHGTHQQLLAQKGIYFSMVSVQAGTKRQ
# * hit, by the source's call; ? = inconclusive; . = not tested or not shown.
SMILES,ABCG2 block,Pf gametocyte,Mcl-1 Bim block,RGS4-Gao reg,RGS7-Gao,Mcl1 Noxa PPI,Mcl1-Bid inh,GSH fluor,Avidin fluor,RGS8-Gao,ABCB1 block
CCOc1ccc(OCCOCCN2CCc3ccccc3C2)cc1,0.8,-22.4,0.0,96.3,94.5,39.6,17.2,19,36,99.0,0.6
COCCNC(=O)C(c1cccs1)N(C(=O)Cn1nnc2ccccc21)c1ccc2c(c1)OCO2 (centres undefined),0.0,4.1,-2.0,103.3,110.4,0.8,-15.8,14,35,106.5,0.0
COC(=O)c1ccc(COc2cccc(OC)c2)o1,1.5,.,-6.0,104.4,106.6,-5.6,-25.7,59,5,108.7,0.4
Cc1c(Br)c([N+](=O)[O-])nn1CC(=O)NCc1ccco1,2.2,-6.0,-7.0,101.2,102.1,-8.2,-4.6,12,6,96.7,7.5
CSC1=C(C#N)C(c2ccc(C(C)C)cc2)CC(=O)N1 (centres undefined),1.8,.,2.0,103.0,105.3,17.4,-12.1,17,6,99.5,0.5
CC(=O)n1cc(/C=N/NC(N)=S)c2ccccc21,8.6,.,1.0,99.5,87.3,15.0,-48.3,54,19,74.8,1.1
O=C(CN1C(=O)C2C3c4ccccc4C(c4ccccc43)C2C1=O)Nc1cccc(C(=O)O)c1 (centres undefined),-1.1,9.6,-1.0,104.9,99.7,-2.5,-21.4,9,6,101.2,-0.4
Cc1ccccc1NC(=O)CN1C(=O)NC(C)(CCc2ccccc2)C1=O (centres undefined),2.4,-18.3,0.0,100.8,?,2.1,-3.9,13,11,99.6,0.2
Cc1cccc(/C=N/NC(=O)Cn2nccc2C)n1,5.6,.,19.0,104.1,100.3,2.0,-27.2,10,6,102.2,0.5
Cc1ccc(C(=O)Nc2nc3ccccc3n2CCN2CCCC2)cc1,2.6,8.2,-4.0,101.2,104.5,-8.2,-45.1,28,12,99.2,1.9
NC(=O)c1c(NC(=S)Nc2ccc(F)cc2)sc2c1CCCC2,-4.6,-13.1,-2.0,100.3,101.2,24.2,-53.4,14,10,109.9,-1.2
O=C(COC(=O)C1=COCCO1)Nc1ncc(C(F)(F)F)cc1Cl,0.2,1.5,0.0,100.1,98.0,5.5,-55.4,6,17,101.9,-0.1
O=C(Nc1cccc(-c2cnc3ccccc3n2)c1)c1cccc(NC(=O)c2ccco2)c1,0.2,-9.7,0.0,100.3,101.2,30.8,0.5,13,12,102.1,0.4
COc1ccc(Cl)cc1NC(=O)/C=C\C(=O)O,-0.3,.,0.0,99.7,101.0,14.4,-11.3,11,15,104.2,0.0
CCc1ccccc1N(CC)C(=O)c1cn(C)c(=O)c2cc(OC)c(OC)cc12,8.1,.,-3.0,103.2,102.8,-17.1,-31.5,28,14,104.7,1.7
O=C1COc2ccc3ccccc3c2CN1,-1.2,.,-6.0,101.3,100.5,1.9,-5.1,27,15,101.5,0.8
CN(C)Cc1nc2ccccc2c(=O)n1Cc1nc(-c2cc3ccccc3o2)cs1,3.8,-21.9,0.0,95.1,92.5,16.9,-6.8,13,27,99.9,1.3
N#Cc1cc2c(nc1SCc1ccccc1)CCC2,-0.7,.,0.0,103.2,101.4,-450.4,-54.5,25,8,104.0,-0.2
NNC(=O)c1csc(-c2ncc(C(F)(F)F)cc2Cl)n1,.,-0.6,.,98.2,?,3.7,-1.1,.,6,99.4,.
CCCNC(=O)COc1ccc2c(=O)c(Oc3ccccc3F)coc2c1,13.3,-3.7,-1.0,102.2,101.1,17.9,11.6,9,4,104.0,0.3
O=[N+]([O-])c1ccc(N2CCN(Cc3ccccc3)CC2)c(S(=O)(=O)N2CCOCC2)c1,4.8,21.4,-1.0,102.6,96.2,17.5,-37.7,13,10,102.1,1.1
O=C(CCN1CCN(c2ccccc2)CC1)NNC(=O)c1cccc2ccccc12,1.4,.,-24.0,103.5,102.9,13.3,-47.2,16,4,102.4,1.1
COc1cccc(-n2cnc(=O)c3cccnc32)c1,3.5,-10.9,0.0,106.3,104.9,0.2,-22.1,6,2,106.0,0.7
COC(=O)C1=CC(C(=O)c2cccs2)=NN(c2ccc(OC)cc2)C1C(=O)OC (centres undefined),-1.0,4.6,-5.0,89.2,91.8,2.6,-0.6,10,9,96.7,-0.1
CCCS(=O)(=O)c1nc(S(=O)(=O)c2ccc(C)cc2)c(N2CCCC2)s1,3.4,.,1.0,103.5,102.9,5.6,-17.3,30,16,101.2,2.4
NC(=O)CSc1nnc(-c2cc3ccccc3o2)n1Cc1ccccc1,4.1,-3.2,0.0,103.2,102.9,9.6,-6.8,32,9,102.0,0.9
O=c1[nH]c(Cc2ccccc2)nc2c1oc1ccccc12,2.3,.,8.0,94.6,93.2,9.6,1.7,20,18,87.8,0.8
CCOC(=O)C(CC)Sc1ncnc2c1nnn2-c1ccc(F)cc1 (centres undefined),38.4,.,-1.0,107.7,103.0,13.4,-27.6,14,7,103.8,-0.6
CC(Sc1nnc(-c2ccco2)o1)C(=O)NCCC1=CCCCC1 (centres undefined),2.4,-13.3,-4.0,104.0,104.2,3.1,-22.3,9,22,105.7,0.5
CC(C)(C)n1nnnc1C(c1cccs1)N(Cc1ccccc1)Cc1cccnc1 (centres undefined),1.9,.,-5.0,100.3,104.6,0.2,5.7,24,15,100.6,2.4
CSc1ccccc1C(=O)NCCSC(C)(C)C,3.4,4.8,0.0,102.0,100.0,-0.6,2.7,31,2,103.2,0.5
Fc1cccc(F)c1/C=C/c1ccc2ccccc2n1,16.2,-23.3,0.0,89.8,89.2,11.6,22.9,17,3,77.4,0.6
Cn1c(CS(=O)Cc2c(Cl)cccc2Cl)nnc1SCc1c(Cl)cccc1Cl (centres undefined),9.1,.,-5.0,107.5,100.4,8.2,11.7,43,12,101.6,2.7
CC1(C)CC(CC(=O)O)C(=O)O1 (centres undefined),0.3,-2.2,0.0,100.3,97.3,23.1,-2.0,41,6,100.7,-0.1
Cc1ccc([N+](=O)[O-])c(C)[n+]1C,4.4,-7.6,4.0,97.0,94.8,25.3,-18.6,25,10,97.9,0.9
O=C1C(Cl)=C(N2CCOCC2)C(=O)N1c1ccccc1,-0.7,.,-3.0,103.2,94.4,31.0,-27.4,17,37,100.2,-0.3
Cc1nc(SCC(=O)NC(=O)NCc2ccco2)nc(C)c1C,-0.9,-3.8,4.0,97.1,?,34.1,-47.2,11,13,99.1,-0.2
O=C(CSc1nnc(C2CC2)n1Cc1ccccc1)c1ccc(S(=O)(=O)N2CCOCC2)cc1,-1.3,.,4.0,85.4,86.0,12.1,-18.6,41,3,71.5,-0.2
CCCn1c(=O)[nH]c(=O)c2c(C(=O)OCC)cc(-c3cccs3)nc21,33.9,15.6,1.0,99.8,?,0.9,-31.5,15,9,101.3,4.3
N/C(=N\OC(=O)Cc1cccs1)c1ccc([N+](=O)[O-])cc1,5.8,3.7,-4.0,97.1,98.3,14.6,-16.0,5,13,102.1,0.0
CCC(C)N1CC23C=CC(O2)C(C(=O)OC)C3C1=O (centres undefined),-0.2,.,0.0,98.8,97.9,-13.8,-27.2,26,5,99.4,-0.4
Cc1cc2c(cc1C)[n+](C)cn2CC(O)COCC1CC=CCC1 (centres undefined),-0.6,12.1,0.0,99.6,99.2,10.0,-28.7,10,21,102.8,-0.1
COc1cc(/C=C/C(=O)OCC(=O)Nc2cccc(Oc3ccccc3)c2)ccc1O,-6.3,15.2,-7.0,105.9,107.2,5.9,-6.2,6,4,114.3,-1.0
Cn1c(SCC(=O)Nc2ccc(NC(=O)c3cccs3)cc2)nnc1-c1ccncc1,-1.1,.,-3.0,100.9,100.0,-7.3,-9.2,18,7,101.3,-0.2
COc1ccc([N+](=O)[O-])cc1/C=N/NC(=O)CNC(=O)C(c1ccccc1)c1ccccc1,5.5,15.0,-6.0,108.2,110.8,28.1,-6.8,13,15,112.0,0.4
NC(N)=Nc1nc(CCN2C(=O)c3ccccc3C2=O)cs1,3.4,-4.6,0.0,100.1,96.2,24.5,-63.8,54,22,98.2,0.5
CCCN(CC(=O)Nc1ccc(C(N)=O)cc1)CC(=O)Nc1ccc(Cl)cc1Cl,1.9,-28.3,-3.0,106.1,106.3,7.1,-36.8,16,17,107.6,0.0
CCOC(=O)C1CCN(C(=S)Nc2cc(C)ccc2C)CC1,4.2,.,-5.0,104.2,104.6,12.8,-34.0,19,13,99.7,0.3
COc1ccc(C2C(C(=O)OCC(=O)N3CCCCC3)CCC(=O)N2c2ccc(OC)cc2)cc1 (centres undefined),0.7,.,-2.0,102.3,98.7,6.5,-23.7,69,7,102.9,0.2
CCCC(C)C(=O)Nc1ccccc1C(=O)OCC (centres undefined),-0.2,-14.9,-1.0,100.9,101.0,-2.4,-0.2,34,6,102.2,0.0
CCc1nnc(NC(=O)c2cc(OC)c(OC)cc2[N+](=O)[O-])s1,2.4,15.8,0.0,98.7,99.5,-9.2,-0.9,20,6,100.1,0.7
Cc1cccn2c(=O)c3cc(C#N)c(=NC(=O)c4ccco4)n(Cc4ccco4)c3nc12,.,-13.2,.,83.4,?,40.3,-19.7,.,5,99.2,.
N#C/C(=C\c1ccccc1C(F)(F)F)C(=O)Nc1ccccc1F,0.5,0.6,-5.0,104.5,100.2,-0.7,-10.1,5,2,101.4,0.2
Nc1c(S(=O)(=O)c2cccs2)c2nc3ccccc3nc2n1Cc1ccc2c(c1)OCO2,9.3,.,-1.0,102.7,98.9,6.7,-9.4,49,6,100.7,0.5
CCC(C(=O)Nc1cccc(C(=O)O)c1)c1ccccc1 (centres undefined),2.0,8.7,1.0,104.0,107.7,0.0,-31.1,24,9,107.3,0.6
CCOc1ccc2nc(NC(=O)c3ccc(S(=O)(=O)N4CCOCC4)cc3)sc2c1,1.6,-29.2,0.0,97.2,101.2,10.0,-6.9,12,10,97.2,0.3
C=CCn1c(COc2ccc(F)cc2)nnc1SCC(=O)c1c[nH]c2c(CC)cccc12,6.0,-4.8,-7.0,98.2,98.2,-13.6,-32.5,20,11,98.3,-0.5

# Full records, quoted from the list.
# Cc1cccn2c(=O)c3cc(C#N)c(=NC(=O)c4ccco4)n(Cc4ccco4)c3nc12 in the list: ABCG2 block: .; Pf gametocyte: -13.2; Mcl-1 Bim block: .; RGS4-Gao reg: 83.4; RGS7-Gao: ?; Mcl1 Noxa PPI: 40.3; Mcl1-Bid inh: -19.7; GSH fluor: .; Avidin fluor: 5; RGS8-Gao: 99.2; ABCB1 block: .
# CCOc1ccc2nc(NC(=O)c3ccc(S(=O)(=O)N4CCOCC4)cc3)sc2c1 in the list: ABCG2 block: 1.6; Pf gametocyte: -29.2; Mcl-1 Bim block: 0.0; RGS4-Gao reg: 97.2; RGS7-Gao: 101.2; Mcl1 Noxa PPI: 10.0; Mcl1-Bid inh: -6.9; GSH fluor: 12; Avidin fluor: 10; RGS8-Gao: 97.2; ABCB1 block: 0.3
